Assay outcomes: PubChem BioAssay, several laboratories
CAL PDZ FP-1: CAL PDZ (human) peptide binding inhibition; Q9HD26; purified CAL PDZ, TMR-peptide fluorescence polarization, 1 h; inhibition, % at 24.9 µM; 300,000 compounds, 0.92% hits; AID 602252;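 active means mean inhibition of at least 30% with at least half of replicates also reaching 30%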;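 further: 0% = DMSO neutral control and 100% = excess unlabeled competitor peptide PRC23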
Cardiac RTF inh: cardiac RTF calcium desensitization | inhibition, % at 7.15 µM | 340,000 compounds, 0.12% hits | P19429+P45379 | IANBD-labeled cardiac RTF, Ca2+ fluorescence | AID 493244;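 active means inhibition above the mean inhibition of all tested compounds plus 3 SD, cut at about 17% in these data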;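 further: assay run at fixed EC70 calcium of 1.6 mM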
Keap1 Nrf2 FP: Keap1-Nrf2 (human) interaction inhibition; AID 504523; Keap1 Kelch-Nrf2 peptide fluorescence polarization, 1536-well; 340,000 compounds, 0.15% hits; inhibition, % at 9.4 µM; Q14145; in the data active means inhibition above about 12%;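 further: human Keap1 Kelch domain with fluorescein labeled Nrf2 9mer peptide probe; 0% = neutral control wells and 100% = peptide positive control; higher means more block of Keap1 binding to Nrf2 peptide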
LANA DNA inh: KSHV C-LANA DNA binding inhibition; 340,000 compounds, 0.078% hits; MBP-C-LANA/FAM-LBS DNA binding, fluorescence polarization; inhibition, % at 9 µM;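 active means highest replicate inhibition at or above 60% at 9 µM, even if other replicates fall short; inactive means all replicates below 60% inhibition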;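 further: 0% = neutral control wells and 100% = 4 µM acridine orange control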
DAGLB inhibitor: blocks human DAGLB lipase activity; Q8NCG7; HEK293T DAGLB membrane lysate, EnzChek fluorogenic substrate; inhibition, % at 5.17 µM; 340,000 compounds, 0.059% hits; in the data active means inhibition above about 34%;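 further: 0% = enzyme with vehicle and 100% = wells lacking enzyme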
Target sequence (Q8NCG7 whole entry, looked up): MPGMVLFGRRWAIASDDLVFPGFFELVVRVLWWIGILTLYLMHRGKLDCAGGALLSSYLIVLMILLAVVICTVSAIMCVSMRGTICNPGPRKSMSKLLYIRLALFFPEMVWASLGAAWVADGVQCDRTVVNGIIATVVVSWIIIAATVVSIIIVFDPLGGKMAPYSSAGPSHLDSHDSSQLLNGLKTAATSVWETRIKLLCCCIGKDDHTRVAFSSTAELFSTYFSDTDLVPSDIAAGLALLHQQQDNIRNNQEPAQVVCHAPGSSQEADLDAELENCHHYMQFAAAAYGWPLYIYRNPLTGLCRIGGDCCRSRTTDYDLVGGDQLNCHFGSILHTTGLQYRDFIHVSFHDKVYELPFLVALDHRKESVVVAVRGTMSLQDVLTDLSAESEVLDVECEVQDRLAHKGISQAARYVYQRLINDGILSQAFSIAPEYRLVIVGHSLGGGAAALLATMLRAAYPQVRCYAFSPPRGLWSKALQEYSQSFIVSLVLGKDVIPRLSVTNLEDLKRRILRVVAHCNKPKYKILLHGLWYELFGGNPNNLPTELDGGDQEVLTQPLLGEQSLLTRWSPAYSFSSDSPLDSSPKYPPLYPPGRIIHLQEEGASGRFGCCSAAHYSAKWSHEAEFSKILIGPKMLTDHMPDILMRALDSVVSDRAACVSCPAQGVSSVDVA
PKA-R2B activ: PKA-R2B complex activation; AID 504700; P22694+P31323; activation, % at 11.4 µM; 340,000 compounds, 0.079% hits; PKA-R2B holoenzyme dissociation, Cy5-IP20 fluorescence polarization; R2B truncated from residue 108, S112A mutant; 0% DMSO only, 100% 113 µM cGMP;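 active means activation above a cutoff set at the mean over all compounds plus 3 SD, cut at about 18% in these data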;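 further: higher means more holoenzyme dissociation and a rise in polarization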
CAL PDZ FP-2: inhibitors of human CAL PDZ peptide binding; Q9HD26; purified CAL PDZ, TMR-peptide fluorescence polarization, 1 h; inhibition, % at 20 µM; 330,000 compounds, 0.02% hits; AID 504414;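 active means highest replicate inhibition of at least 40%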;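 further: plate controls were DMSO neutral control wells for no effect and unlabeled competitor peptide control wells for full effect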
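Read-out basis: mP drop reported as inhibition | Assay system: Tagged CAL PDZ protein CerCALP, purified | Benchmarks: Unlabelled peptide for full inhibition, DMSO wells as neutral | Schedule: 1 h incubation at room temperature before polarization reading | Buffer or medium: Sodium phosphate/NaCl buffer pH 7.4 with TCEP, IgG, Thesit | Doses: Single point, 20 µM | Measured by: Fluorescence polarization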
SR-BI DiI-HDL act: enhances SR-BI lipid uptake from DiI-HDL; 320,000 compounds, 0.096% hits; AID 504775; activation, % at 12.5 µM; CHO ldlA[mSR-BI] cells, DiI-HDL uptake fluorescence, 3 h; 100 = double the neutral-control signal;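 active means mean replicate activation of at least 60% and every replicate at or above 60%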;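 further: 0% = median plate neutral-control signal and 100% = twice that signal; values of inactives mirror those of a sister screen read the other way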
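Material: SR-BI-overexpressing, LDLR-lacking CHO cells; schedule: compound exposure 3 h, 37 °C; reagent: DiI-labelled HDL at 10 µg/mL final; technique: bottom-read fluorescence, 550/595 nm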
Rtt109 Vps75: C. albicans Rtt109 histone acetyltransferase inhibition; Q5AAJ8; purified Rtt109/Vps75, ThioGlo CoA-SH fluorescence, 4 h; 330,000 compounds, 0.16% hits; AID 540336; inhibition, % at 34.9 µM;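 active means inhibition of at least 50% in every replicate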
Target sequence (Q5AAJ8 whole entry, looked up): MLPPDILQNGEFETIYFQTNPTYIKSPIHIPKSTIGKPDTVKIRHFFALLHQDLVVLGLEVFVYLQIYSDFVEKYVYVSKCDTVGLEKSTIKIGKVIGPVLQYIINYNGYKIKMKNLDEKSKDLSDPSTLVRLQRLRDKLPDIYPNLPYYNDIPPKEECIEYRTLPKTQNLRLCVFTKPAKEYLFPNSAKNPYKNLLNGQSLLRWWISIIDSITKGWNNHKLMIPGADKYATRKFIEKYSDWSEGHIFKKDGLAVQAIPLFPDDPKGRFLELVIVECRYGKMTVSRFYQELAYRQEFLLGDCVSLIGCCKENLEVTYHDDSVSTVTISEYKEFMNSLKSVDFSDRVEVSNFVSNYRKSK
RTF Ca sens act: cardiac RTF calcium sensitization; 340,000 compounds, 0.24% hits; P19429+P45379; IANBD-labeled TnC RTF fluorescence at EC20 calcium; 0% EC20 calcium, 100% full calcium; activation, % at 7.2 µM;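 active means activation above the mean over all tested compounds plus 3 SD, cut at about 30% in these data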;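 further: rise in fluorescence read as greater calcium sensitivity of cardiac thin filaments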
* marks the source's active call; other numbers are inactive results; nt = no result given. Compounds were not picked by outcome (roughly 1.6% active in at least one column).

SMILES | CAL PDZ FP-1 | Cardiac RTF inh | Keap1 Nrf2 FP | LANA DNA inh | DAGLB inhibitor | PKA-R2B activ | CAL PDZ FP-2 | SR-BI DiI-HDL act | Rtt109 Vps75 | RTF Ca sens act
C[C@H](CO)N1C[C@H](C)[C@@H](CN(C)Cc2ccc(Cl)c(Cl)c2)Oc2c(NC(=O)C3CC3)cccc2C1=O | -6 | 3 | -11 | 2.5 | 1 | -7 | -0.3 | -41 | -3 | 2
O=C(Nc1ccn(Cc2ccccc2)n1)c1n[nH]c([N+](=O)[O-])c1Cl | 2 | -1 | -5 | -1.5 | 11 | 2 | 2.3 | 0 | -5 | 9
CC(=O)NC(C)c1cc(Cl)c2cccnc2c1O (stereo not given) | -15 | -2 | -3 | 0.8 | 2 | 1 | -1.3 | 26 | 9 | 8
CN(C)/C(CN1CCOCC1)=C1\N=C(c2ccccc2)OC1=O | 3 | -1 | 1 | 0.4 | 2 | -1 | 0.0 | 49 | 25 | 1
CC(C)(CNC(=O)C1CCCC1)CNC(=O)C1CCCC1 | 1 | -4 | -2 | -0.9 | 1 | -3 | 0.7 | -2 | 4 | -6
CN(C)CCNC(=O)C12CC3(C)CC(C)(CC(C)(C3)C1)C2 | 5 | -2 | 0 | -1.3 | 1 | 1 | 0.5 | -5 | -4 | 5
COc1ccc(NC(=S)N2CCN(C(=O)c3ccccc3)CC2)cc1 | -2 | -20 | -2 | 1.1 | 0 | 4 | -1.4 | -2 | 0 | 2
COc1ccc(CNC(=O)C2CC(c3cccc(OC)c3)=NO2)cc1 (stereo not given) | 1 | -5 | -6 | 0.8 | -3 | -8 | 0.2 | 34 | 3 | 2
Cc1oncc1-c1csc(-c2ccccc2)n1 | 2 | 0 | 3 | 0.1 | -3 | -3 | -1.9 | -10 | 4 | -3
CC(Sc1n[nH]c(-c2cccs2)n1)C(=O)Nc1ccc(C(N)=O)cc1 (stereo not given) | -7 | -2 | -2 | 0.2 | 0 | -6 | -0.8 | 17 | 1 | 0
O=C(CSc1nnc2c(n1)[nH]c1ccc(S(=O)(=O)N3CCOCC3)cc12)Nc1ccccc1Cl | -7 | -7 | 2 | -0.1 | 1 | -3 | -2.0 | -15 | -8 | 1
O=C(NCc1ccc(Cl)c(Cl)c1)c1ccc2c(c1)OCO2 | -1 | -13 | -4 | -0.1 | -6 | -2 | -2.3 | 29 | -4 | 3
COCCNC(=O)COC(=O)c1[nH]c(C)c(C(C)=O)c1C | nt | 4 | -1 | 0.6 | -1 | -20 | 0.2 | 17 | 0 | -2
CCN(CC(=O)Nc1ccc2c(c1)OCCO2)Cc1cc(=O)oc2c(C)c(C)ccc12 | nt | -2 | 0 | 0.9 | 1 | -8 | -2.5 | 2 | -2 | 0
CCN(CC)C(=O)CSc1nc(N)c(C(=O)Nc2ccc(OC)cc2)s1 | -7 | -3 | 0 | 1.0 | 2 | -18 | -0.7 | -28 | 1 | -1
Cc1ccc(CN(Cc2cc3cc4c(cc3[nH]c2=O)OCCO4)Cc2nnnn2Cc2ccco2)cc1 | nt | -9 | -6 | -1.6 | 1 | 2 | -2.5 | 0 | 7 | 9
CSc1ccc(C(=O)C2CCCN(Cc3cccc4nccnc34)C2)cc1 (stereo not given) | 0 | -17 | 0 | 0.1 | -4 | 4 | -2.3 | nt | 4 | -4
CC1CCN(Cc2c(C(=O)N/N=C/c3ccc(OC(C)C)cc3)nnn2-c2nonc2N)CC1 | nt | -16 | -2 | -1.7 | -2 | -11 | -0.2 | nt | 11 | -1
CC(=O)Nc1ccc(S(=O)(=O)N2CCN(c3cnn(C)c(=O)c3Cl)CC2)cc1 | -1 | -18 | -6 | 0.8 | 0 | 3 | -1.1 | 15 | -17 | 7
C=CC1=C(C(=O)O)N2C(=O)[C@@H](NC(=O)/C(=N/OCC(=O)O)c3csc(N)n3)[C@H]2SC1 | -2 | 15 | 11 | 95* | 1 | -9 | -0.5 | -15 | 5 | -8
Nc1cc(S(=O)(=O)O)cc2ccc(S(=O)(=O)O)cc12 | -1 | -3 | 1 | 7.5 | -2 | -2 | 0.0 | -7 | 3 | 0
COc1ccc2c(C)cc(SCC(=O)Nc3c(C)n(C)n(-c4ccccc4)c3=O)nc2c1 | -1 | 0 | -2 | -1.1 | 1 | -1 | -1.7 | -16 | 0 | 6
Cc1ccc(Cn2ccc(NC(=O)c3nn(C)cc3Cl)n2)cc1 | 0 | -1 | -3 | 5.3 | -2 | 3 | -0.3 | 10 | 3 | -3
CCOc1ccc(/C(O)=C2/C(=O)C(=O)N(CC3CCCO3)C2c2ccco2)cc1 (stereo not given) | -2 | -11 | -2 | -0.2 | 3 | 14 | nt | 3 | -5 | 1
CCOC(=O)C1=CC(=O)CC(C)(C)O1 | nt | -4 | 4 | -0.3 | 1 | -2 | -0.1 | 25 | 3 | 0
NC(=O)C1CCN(C(=O)c2ccc3nc(-c4ccccc4)c(-c4ccccc4)nc3c2)CC1 | -6 | 6 | 2 | 1.5 | -1 | 4 | -0.9 | -2 | -4 | -9
COC(=O)COc1cc(Cl)c(C=O)cc1OC | -2 | -2 | -5 | -0.1 | -1 | -11 | -2.3 | -1 | 9 | -4
C=CCc1cc(C)ccc1OCCCn1ccnc1 | 1 | -1 | 3 | 3.4 | -3 | 2 | -0.6 | -15 | 2 | 5
Cc1cccc(C)c1OCC(=O)NNC(=O)CCNC(=O)c1ccc(Br)cc1 | -3 | 4 | 3 | 1.2 | 0 | -7 | -1.7 | -10 | -6 | -5
CCCCNC(=O)CNC(=S)N(Cc1ccc(C)cc1)Cc1ccco1 | 3 | -7 | -1 | -1.6 | -1 | -5 | 0.5 | 16 | 11 | -1
CCc1nnc(NC(=O)CSc2nc3c(c(=O)n2-c2ccccc2OC)SCC3)s1 | -1 | -4 | -10 | -1.2 | 4 | -10 | -2.1 | 15 | -7 | 15
Cc1ccc(C)c(NC(=S)N(CCN(C)C)C(C)c2ccccn2)c1 (stereo not given) | -3 | -5 | 1 | -1.5 | -1 | 4 | -0.6 | 12 | -2 | 2
CCCc1cc(=O)oc2cc(C)cc(OCC(=O)NCCN3CCOCC3)c12 | nt | -7 | -2 | -1.2 | 0 | 6 | -0.6 | -23 | -13 | 0
CCOC(=O)C[n+]1c(C)csc1C | 3 | 3 | -2 | 0.5 | 0 | -4 | 0.8 | 53 | 8 | -2
Cc1ccccc1Cn1c([N+](=O)[O-])cnc1C | -2 | 13 | 4 | 0.8 | 0 | -4 | -1.6 | 12 | nt | 1
O=C(CCNC(=O)Cn1ccc2ccccc2c1=O)NCCCN1CCN(c2ccc(F)cc2)CC1 | -4 | -1 | -1 | -0.2 | -3 | -9 | -0.7 | -4 | 2 | 0
CCC(CO)NCc1ccccc1OC(C)C (stereo not given) | 3 | -6 | 2 | 0.7 | -2 | -2 | 0.3 | nt | -12 | 5
Cc1ccc(C(=O)NCCc2ccccc2)cc1N1CCCC1=O | -1 | 1 | -2 | -0.4 | 0 | -16 | -2.4 | nt | -6 | 2
CCOC(=O)COc1ccccc1-c1ccno1 | nt | -5 | 0 | 0.3 | 1 | 4 | -0.8 | 16 | -4 | 2
Cc1ccc(C(=O)NNCC(=O)Nc2ccc(Cl)cc2F)cc1 | -1 | -5 | -2 | 0.3 | -6 | -2 | -0.2 | 13 | -2 | -7
COc1ccc(/C=N/NS(=O)(=O)c2ccccc2)cc1OS(=O)(=O)c1ccccc1 | nt | 2 | -2 | 0.3 | 0 | -8 | -0.4 | 13 | -2 | 0
Cc1nc(NCCc2ccccc2)c(C#N)c(C)c1[N+](=O)[O-] | -5 | -15 | 0 | 0.5 | -14 | -8 | -0.8 | -17 | 0 | 8
O=C(OCC(O)CN1CCCCC1)C12CC3CC(CC(C3)C1)C2 (stereo not given) | nt | -6 | -1 | -0.3 | -3 | -9 | -5.5 | 6 | 6 | 8
O=C(CCC1CCCC1)Nc1cc(Cl)ccc1N1CCOCC1 | nt | 0 | 1 | -0.4 | -5 | -8 | -1.0 | -11 | 2 | 0
CC12C(=O)N(Cc3ccco3)C(=O)C1C1c3ccccc3C2c2ccccc21 (stereo not given) | 103* | -1 | 1 | -0.1 | -6 | 0 | nt | 9 | 6 | 6
CCOC(=O)c1c(NC(=O)c2c(C(=O)O)cccc2[N+](=O)[O-])sc2c1CCCC2 | -4 | -5 | -2 | -1.2 | 5 | -8 | -1.4 | 59 | 8 | -4
Cc1oc(-c2ccc(Cl)cc2)nc1CN1CCC(C(=O)NCc2cccs2)CC1 | 0 | -1 | -4 | 0.4 | 2 | 0 | -1.3 | 6 | -2 | 3
CC(=O)Nc1ccc(NC(=O)CCn2c(=O)oc3ccccc32)cc1 | -5 | 11 | 0 | -0.9 | 0 | 4 | -3.1 | -19 | -12 | 0
Cc1ccc2ccc(C)[n+](CCCS(=O)(=O)[O-])c2c1 | -1 | -7 | 0 | 3.7 | -3 | -6 | nt | 18 | 2 | 3
COc1ccc(COCC(O)CN2CCC(C(N)=O)CC2)cc1 (stereo not given) | -3 | -13 | -5 | -1.1 | -3 | 1 | -1.1 | 7 | 1 | 7
O=C(NCCCCCNC(=O)c1ccco1)c1ccco1 | -1 | 1 | -7 | -0.8 | 0 | 2 | 0.7 | 11 | -7 | -1
Cn1cc(C(=O)N2CCN(C(=O)c3ccco3)CC2)c2c3ccccc3n(C)c2c1=O | nt | -9 | -2 | -0.7 | 2 | 15 | -1.9 | -5 | -2 | -3
CCn1c(SCC(=O)N(C)C)nc2cc(S(=O)(=O)N3CCCCC3)ccc21 | -2 | -1 | 2 | 0.5 | -1 | 3 | -0.8 | 3 | -1 | 4
Cc1csc(NC(=O)Cc2ccccc2[N+](=O)[O-])n1 | 0 | 4 | 2 | 1.5 | 1 | 1 | -1.0 | 57 | 2 | 7
CCOc1ccc(S(=O)(=O)N2CCCCC2)cc1NC(=O)Cc1ccsc1 | -1 | -13 | -4 | 0.9 | -2 | 2 | -0.3 | -8 | -5 | 5
CCc1ccc(S(=O)(=O)Nc2ccncc2)cc1 | 0 | 0 | -2 | 0.3 | -4 | -4 | nt | 25 | 3 | 0

2 entries from above, as labelled records:
> O=C(NCCCCCNC(=O)c1ccco1)c1ccco1
  CAL PDZ FP-1: -1
  Cardiac RTF inh: 1
  Keap1 Nrf2 FP: -7
  LANA DNA inh: -0.8
  DAGLB inhibitor: 0
  PKA-R2B activ: 2
  CAL PDZ FP-2: 0.7
  SR-BI DiI-HDL act: 11
  Rtt109 Vps75: -7
  RTF Ca sens act: -1
> Cn1cc(C(=O)N2CCN(C(=O)c3ccco3)CC2)c2c3ccccc3n(C)c2c1=O
  CAL PDZ FP-1: nt
  Cardiac RTF inh: -9
  Keap1 Nrf2 FP: -2
  LANA DNA inh: -0.7
  DAGLB inhibitor: 2
  PKA-R2B activ: 15
  CAL PDZ FP-2: -1.9
  SR-BI DiI-HDL act: -5
  Rtt109 Vps75: -2
  RTF Ca sens act: -3
